# Vif-APOBEC3G blk = blocks the Vif interaction with human APOBEC3G. Q9HC16. Potency, µM (titrated, usually from 46.1 µM), for inactives: at the top dose activity, negative = active, most hits filed as inhibitors. 410,000 compounds, 0.076% hits. HeLa A3G-eYFP + Vif (tagged APOBEC3G with the HIV-1 protein that degrades it), YFP fluorescence, overnight;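 also: potency is read from the fitted curve at half-maximal effect; % is scaled to controls: 0 for no effect and ±100 for the full control effect; nearly all actives have a fitted effect of over 60% in size; hits raise eYFP signal because A3G escapes Vif-driven loss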
#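 Read-out is eYFP fluorescence (Ex 488/Em 500-530) from Vif-expressing HeLa A3G-eYFP cells; more signal means A3G escaped Vif-mediated degradation. Cells plated overnight, compound pinned in, incubated overnight at 37 deg C.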
# RXFP1 ag = activates the human relaxin receptor RXFP1; 370,000 compounds, 0.3% hits; Q9HBX9; Potency, µM (top dose mostly 57.5 µM), without a hit: at the top dose activation, usual class: activators; HEK293T-RXFP1 cAMP TR-FRET, 30 min; response scale: percent of porcine relaxin response, buffer zero; also: potency is read from the fitted curve at half-maximal effect; % is scaled to controls: 0 for no effect and ±100 for the full control effect; nearly all actives have a fitted effect of over 60% in size; many of its hits are not listed in these tables
#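 Agonist response is measured as cAMP accumulation in an RXFP1-transfected HEK293T line under PDE4 inhibition. Values are scaled between buffer-only and 29 nM porcine relaxin, and EC50s come from standard Hill equation fits.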
# Vif-APOBEC3F blk = blocks the Vif interaction with APOBEC3F | HeLa A3F-eYFP + Vif (tagged APOBEC3F with the HIV-1 protein that degrades it), YFP fluorescence increase | AID 602313 | Potency, µM (top dose mostly 46.1 µM), for inactives: at the top dose activity, negative = active | 390,000 compounds, 0.2% hits; also: potency is read from the fitted curve at half-maximal effect; % of control where 0% means no effect; nearly all actives have a fitted effect of over 65% in size
#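 HeLa cells stably expressing Vif plus C-terminally eYFP-tagged A3F were seeded, incubated overnight at 37 deg C, dosed with compound, incubated overnight again at 37 deg C. Yellow fluorescence (Ex 488/Em 500-530) reported blocked Vif-mediated A3F-eYFP degradation.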
# TrxR1 substrate = is turned over as a substrate by rat TrxR1; O89049; purified TrxR1 substrate turnover, NADPH consumption readout; Potency, µM (series often up to 114 µM), inactives show top-dose activity change, negative = substrate turnover; 390,000 compounds, 0.01% hits; AID 588456; also: potency is read from the fitted curve at half-maximal effect; % is scaled to controls: 0 for no effect and ±100 for the full control effect; nearly all actives have a fitted effect of over 50% in size
# Target sequence (O89049 whole entry, looked up): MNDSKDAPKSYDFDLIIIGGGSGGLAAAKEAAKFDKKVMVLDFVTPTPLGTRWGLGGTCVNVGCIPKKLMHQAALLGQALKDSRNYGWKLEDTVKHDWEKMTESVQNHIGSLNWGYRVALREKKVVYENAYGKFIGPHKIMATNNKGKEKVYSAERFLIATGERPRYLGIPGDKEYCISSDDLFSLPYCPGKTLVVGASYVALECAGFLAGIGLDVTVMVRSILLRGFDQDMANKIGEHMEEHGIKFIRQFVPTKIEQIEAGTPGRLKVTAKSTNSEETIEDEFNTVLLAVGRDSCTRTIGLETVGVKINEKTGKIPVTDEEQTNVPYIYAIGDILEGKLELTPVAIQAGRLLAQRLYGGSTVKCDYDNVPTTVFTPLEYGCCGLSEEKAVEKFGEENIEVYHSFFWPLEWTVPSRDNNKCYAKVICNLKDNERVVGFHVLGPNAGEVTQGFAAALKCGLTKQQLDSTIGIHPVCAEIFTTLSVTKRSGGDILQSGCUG
#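 Rat TrxR1, dispensed at 90 nM, was prereduced with 400 uM NADPH (final) for 5 min at ~22 deg C, then incubated with compound 15 min before 400 uM selenite. A first-read NADPH fluorescence drop versus no-compound background flagged substrates.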
# Glioma ERSR ind = induces the endoplasmic reticulum stress response in human glioma cells; U87-MG GRP78 promoter luciferase reporter, 16 h; Potency, µM, for inactives: top-dose activation, usual class: activators; 420,000 compounds, 0.02% hits; AID 602332; also: potency is read from the fitted curve at half-maximal effect; series mostly up to about 76 µM; % of control where 0% means no effect; nearly all actives have a fitted effect of over 35% in size
#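 ERSR induction read as luciferase luminescence (Bright-Glo, 10 min at room temperature) in stably transfected human U87-MG glioma cells exposed to compounds for 16 h, using GRP78 as sensor.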
# LDHA inh = blocks human lactate dehydrogenase A; P00338; purified LDHA, NADH/diaphorase-resazurin fluorescence; stronger effect = lower value; activity change, % (values are at about 110 or 230 µM); 480,000 compounds, 0.15% hits; AID 1347041; in the data active = activity change below about -30%; inconclusive = mostly about -25% to -30%;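 also: plate controls were DMSO wells for no effect and wells without enzyme for full effect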
#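 Enzyme activity of human lactate dehydrogenase 5 (2 nM; 0.06 mM NADH, 0.2 mM pyruvate, 5 min, RT) is measured via a resazurin/diaphorase fluorescence readout of residual NADH.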
# USP1-UAF1 inh = blocks the human USP1/UAF1 deubiquitinase complex; O94782; recombinant USP1/UAF1, Ub-Rhodamine cleavage fluorescence; Potency, µM (top dose mostly 57.1 µM), without a hit: top-dose activity change, negative = inhibition, usual class: inhibitors; 390,000 compounds, 0.23% hits; also: potency is read from the fitted curve at half-maximal effect; % is scaled to controls: 0 for no effect and ±100 for the full control effect; nearly all actives have a fitted effect of over 60% in size; inactives centre near -12
#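 Step one: compound is pinned into 1nM USP1/UAF1 in HEPES pH 7.8 buffer with TCEP. Step two: 15 min room-temperature incubation. Step three: Ub-Rho (150nM final) starts cleavage, tracked by fluorescence over six one-minute reads.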
# PI4K2A block = blocks human PI4K2A kinase activity | Q9BTU6 | purified PI4K2A, ADP-Glo luminescence, 1 h; stronger effect = lower value | activity change, negative = inhibition, % at 76.9 µM | 420,000 compounds, 0.13% hits; in the data active = activity change below about -50%; inconclusive = mostly about -30% to -49%;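 also: -100% = wells without enzyme as full effect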
# Target sequence (Q9BTU6 whole entry, looked up): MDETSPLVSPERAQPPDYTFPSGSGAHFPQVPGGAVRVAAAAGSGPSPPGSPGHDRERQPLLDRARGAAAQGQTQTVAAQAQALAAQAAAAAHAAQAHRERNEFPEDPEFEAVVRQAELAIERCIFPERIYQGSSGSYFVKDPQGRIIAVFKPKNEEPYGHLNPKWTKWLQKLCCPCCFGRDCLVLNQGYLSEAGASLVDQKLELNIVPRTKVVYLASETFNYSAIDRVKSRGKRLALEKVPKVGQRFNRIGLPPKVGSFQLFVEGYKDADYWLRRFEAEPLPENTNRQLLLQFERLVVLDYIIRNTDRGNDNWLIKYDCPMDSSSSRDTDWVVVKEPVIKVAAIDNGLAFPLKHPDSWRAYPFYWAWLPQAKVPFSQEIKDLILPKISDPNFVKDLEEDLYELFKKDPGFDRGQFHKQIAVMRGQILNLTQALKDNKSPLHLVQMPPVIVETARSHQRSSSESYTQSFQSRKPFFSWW
#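 PI4K2A activity was measured by ADP-Glo luminescence: enzyme (4 ug/mL stock) and phosphatidylinositol (1.2 mM stock) in Tris pH 7.5/MgCl2/EGTA/Triton X-100 buffer were reacted with ATP (300 microM stock) for one hour at ambient temperature.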
# mIDH1 inhibitor = blocks human mutant IDH1 R132H enzyme | Potency, µM (doses to about 76.6 µM), inactives show at the highest dose activity change, negative = inhibition, hits mostly inhibitors | IDH1-R132H enzyme, NADPH consumption, diaphorase/resazurin fluorescence | 390,000 compounds, 0.093% hits; also: potency is read from the fitted curve at half-maximal effect; % is scaled to controls: 0 for no effect and ±100 for the full control effect; nearly all actives have a fitted effect of over 65% in size
#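 IDH1-R132H (0.5 ug/mL dispensed) in pH 7.5 Tris buffer was preincubated 30 min with compound, then given a substrate mix of 0.016 mM NADPH and 2 mM alpha-KG for 80 min at room temperature; remaining NADPH was read by diaphorase/resazurin fluorescence.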
# Active calls of the source: *; ? = inconclusive; . = no result given; & = joins results of further samples; [ ] = dose if it differs, or a comment. Unless noted, calls follow the shape of the dose curve; as a rule, active = well fitted curve in the direction sought with a large enough effect; inconclusive = small, poorly fitted or top-dose-only effect, or another doubt; inactive = no such curve, though single readings can be large; an effect the other way counts as inactive or inconclusive. An excerpt. The share of hits here may be higher or lower than overall.
SMILES,Vif-APOBEC3G blk,RXFP1 ag,Vif-APOBEC3F blk,TrxR1 substrate,Glioma ERSR ind,LDHA inh,USP1-UAF1 inh,PI4K2A block,mIDH1 inhibitor
O=S(=O)(c1cc(Cl)ccc1Cl)N1CC2CCCN2c2ccc(C(F)(F)F)cc21 (configuration not stated),2%,0.6%,.,-6%,-4%,-3,-12%,8,-2%
Cc1cccc(-c2ncc(CN3CCCC(CO)(Cc4cccc(Cl)c4)C3)cn2)c1 (configuration not stated),-1%,2.4%,0%,0%,-4%,2,-26%,-13,-1%
Cc1ccc(N2C(=O)CC(C3CCCO3)C2=O)cc1 (configuration not stated),0%,0.9%,-4%,9%,-3%,-12,-8%,-5,11%
CCOc1ccc(-n2c(=O)c3sccc3n(Cc3cccc([N+](=O)[O-])c3)c2=O)cc1,0%,1.2%,1%,1%,0%,-1,-20%,0,14%
Cc1cccc(NC(=O)CS(=O)(=O)Cc2ccccc2)n1,3%,-2.1%,0%,-3%,-3%,-4,-15%,1,9%
CCn1c2ccccc2c2cc(NC(=O)COC(=O)c3ccccc3Br)ccc21,-11%,0.5%,-7%,-4%,-3%,3,-23%,-3,1%
CC1C/C(=N\NC(=O)CCc2ccc(S(=O)(=O)N3CCOCC3)cc2)CC(C)(C)C1 (configuration not stated),0%,-0.5%,3%,-3%,-6%,-4,6%,-6,2%
COc1ccc(CCNC(=O)COC(=O)c2cccn2C)cc1,-8%,.,9%,2%[57.1 µM],-1%,-7,-13%,4,1%
CCN(C(=O)COC(=O)CNS(=O)(=O)c1ccc2ccccc2c1)C1CCCCC1,2%,-0.7%,10%,-5%[57.1 µM],-2%,-6,-8%,0,5%
Cc1ccc2c(c1)c(N=NC(N)=S)c(O)n2Cc1ccccc1,4%,-0.7%,?,12%[57.1 µM],-4%,-3,-20%,14,1%
CC(=O)Nc1ccc2c(c1)nc(CCNC(=O)c1ccccc1)n2C,-11%,-2.3%,11%,10%[57.1 µM],-6%,-5,-21%,3,3%
O=C(CSc1cn(CC(=O)N2CCCCC2)c2ccccc12)NCc1ccccc1Cl,-2%,25%,7%,-1%,-3%,-10,-15%,-3,-1%
CCOC(=O)c1sc(NC(C)=O)c(C(=O)OCC)c1C,1%,3.3%,6%,-7%[57.1 µM],-6%,-6,-15%,2,-5%
Cc1cccc(C(=O)OC(C)CN2CCOCC2)c1 (configuration not stated),2%,0.1%,12%,9%[57.1 µM],6%,-7,-12%,-3,7%
CC1=Nc2cccc([N+](=O)[O-])c2NC(=O)C1,3%,1.2%,-4%,-3%,-3%,-2,-26%,-1,5%
COc1ccc(-n2c(=O)c3c4c(sc3n(CC(=O)NC3CCCC3)c2=O)CCCC4)c(OC)c1,-4%,2.4%,1%,0%,-4%,-6,-2%,0,0%
C/C(=N\NC(=O)c1ccc(N)cc1)C1CC1,-1%,0.5%,0%,-4%,5%,-7,-7%,-2,-5%
O=C(Nc1cccc(C(F)(F)F)c1)C1CCCN(S(=O)(=O)c2cnc[nH]2)C1 (configuration not stated),0%,0.3%,-2%,-11%,3%,-5,-9%,-1,9%
Cc1cccc(OCc2nnc(SCC(=O)NCc3ccc4c(c3)OCO4)o2)c1,1%,.,2%,.,-5%,1,-23%,-10,13%
c1cnc(N2CCN(c3ncc4c(n3)CCNC4)CC2)nc1,2%,4.8%,-5%,4%,-3%,-1,-16%,-1,19%
Cn1c(SCC2CCCO2)nnc1-c1ccncc1 (configuration not stated),3%,-0.2%,-1%,2%,-4%,-1,-4%,3,-5%
O=C(CCNS(=O)(=O)c1ccc(Br)s1)NCc1ccc(F)cc1,1%,-0.6%,3%,-2%,-4%,-5,-9%,1,10%
Cc1sc2ncnc(NC3CCN(Cc4ccccc4)CC3)c2c1C,4%,?,2%,4%[57.1 µM],-6%,-1,-1%,5,6%
O=C(NCCCN1CCOCC1)c1ccc(CS(=O)(=O)c2cccc(C(F)(F)F)c2)o1,2%,0.9%,2%,-9%,2%,-1,-8%,11,3%
CCCC(=O)Nc1c(C(=O)N2CCN(c3ccccc3)CC2)oc2ccccc12,0%,-4.0%,3%,-8%,-3%,0,-11%,0,-10%
CCOc1ccc(C(=O)Nc2ccc3oc(-c4cccnc4)nc3c2)cc1,6%,-42%[inhibitor],-3%,-5%,-3%,-1&-3,-14%,2,-11%
COc1ccc2nc3oc(C(=O)NC4CCN(Cc5ccccc5)CC4)cc3cc2c1,6%,-1.1%,6%,7%,1%,-1,-13%,4,2%
COC(=O)CCCN1C(=O)c2cccc3cccc(c23)C1=O,1%,11%,-3%,13%[57.1 µM],-3%,1,-7%,25,8%
Cc1cc(C)c(Cn2c3ccccc3c3cnn(CC(=O)NCc4ccccn4)c(=O)c32)c(C)c1,-5%&-6%,-2.0%&-0.5%,?,-4%&7%,-4%&-2%,-8&-6,-7%&-21%,-1&-1,-12%&-17%
CC(=O)Nc1cc2oc3ccccc3c2cc1[N+](=O)[O-],-11%,.,?,8%[57.1 µM],2%,0,2%,-4,3%
CCCCC1CC2=C(C(=O)OC(C)(C)O2)C(c2ccc(Cl)cc2)O1 (configuration not stated),-5%,.,.,.,-3%,0,.,0,.
COc1ccc(S(=O)(=O)N/N=C\c2ccccc2F)cc1,-7%,0.6%,-1%,-5%,-2%,-8,-12%,4,-22%
CCOC(=O)c1c(C)oc2nc(C)nc(NCC3CCN(Cc4ccc(Cl)cc4)CC3)c12,2%,25%,-11%,3%,-3%,-1,1%,-1,-9%
CCn1cc(CN2CCC(C(=O)Nc3cccc(-c4cccc(Cl)c4)c3)CC2)c(C)n1,-5%,-0.9%,-2%,-4%,-4%,-2,-8%,6,14%
Cc1cc(=O)oc2cc(OCC(=O)OCC(=O)NC(=O)NC(C)C)ccc12,2%,2.8%,-3%,4%,1%,-6,-13%,0,-8%
CN(C)C(=O)CSc1cccc2cccnc12,?,1.3%,4%,27%[57.1 µM],0%,-8,-2%,-2,-4%
CCN1C(=O)c2cccc3c(NC(=O)c4ccccc4)ccc1c23,-3%,0.1%,-1%,-3%,8%,6,-22%,1,9%
CCOC(=O)c1ccc(N2C(=O)C3CC=CCC3C2=O)cc1 (configuration not stated),0%,1.3%,0%,10%[57.1 µM],0%,-4,-13%,-3,1%
Cc1cccc(C(=O)N/C(=C\c2ccco2)C(=O)N2CCCCCC2)c1,0%,-1.4%,7%,-4%,-1%,9,-20%,1,0%
COc1ccc(CCNC(=O)c2cc(=O)[nH]c3ccccc23)cc1,2%,3.5%,3%,14%[57.1 µM],9%,-11,-12%,-5,1%
CN1CC2([N+](=O)[O-])CC=C(OCCO)C([N+](=O)[O-])(C1)C2 (configuration not stated),2%,0.4%,-1%,-6%,-4%,-3,4%,2,2%
Cc1ccc(-c2cc(C(=O)N(C)Cc3cnn(C)c3C)c3cc(Br)ccc3n2)cc1,-8%,21%,-1%,-21%,3%,-4,1%,-6,-7%
COc1ccc(S(=O)(=O)NCC(c2ccc3c(c2)OCO3)N2CCN(c3ccccc3)CC2)cc1 (configuration not stated),-5%,0.9%,10%,2%[57.1 µM],-3%,-1,-13%,-1,-9%
C/C(=N\NC(=O)c1ccc(Cl)c(Cl)c1)c1ccccn1,4%,-2.2%,4%,6%,-4%,0,-12%,6,-1%
Cc1ccc(CNC(=O)C(C(C)C)N2Cc3ccccc3C2=O)cc1 (configuration not stated),5%,2.8%,3%,0%,-3%,2,-16%,-2,8%
NC(=O)c1ccc(SCC(=O)OCC(=O)NCc2cccs2)c([N+](=O)[O-])c1,2%,2.4%,-4%,-1%,-2%,-2,-23%,0,-13%
O=C(NCc1ccco1)c1cc2sccc2n1Cc1ccccc1,-2%,-0.6%,1%,3%,3%,6,-3%,-3,4%
c1coc(-c2nc3ccccn3c2Nc2ccc3c(c2)OCCO3)c1,-5%,9.9%,-2%,32%,-1%,-2,-6%,-4,-12%
Cc1cc(=O)[nH]c(SCC(=O)Nc2ccc(Cl)cn2)n1,-5%,-0.7%,-2%,7%,-2%,-5,-11%,-4,-3%
O=c1[nH]cc(N(CCO)CCO)c(=O)[nH]1,1%,8.2%,-27%,-1%,-6%,1,-2%,3,1%
CCOCCn1c(C)c(C(=O)OCC)c2cc(O)c3ccccc3c21,-2%,1.0%,-9%,-4%,-4%,11,-9%,0,4%
COc1ccc2cc(CCNC(=O)C3CCCC3)c(=O)[nH]c2c1,-5%,0.9%,4%,10%,-1%,1,0%,2,0%
COc1cc(NC(=O)c2ccno2)cc(C(=O)Nc2cccc(C(F)(F)F)c2)c1,2%,0.5%,4%,-6%,-1%,1,-15%,-3,-5%
CC(C)C(=O)NC(=S)N1CCc2ccccc21,-5%,1.1%,7%,-15%,-4%,-4,-9%,-2,5%
CCOc1cc(N2CCOCC2)c(OCC)cc1NC(=O)C1=NN(c2cccc(C)c2)C(=O)CC1,1%,0.6%,0%,-1%,-1%,7,-24%,1,-2%

# Assay outcomes from PubChem BioAssay.
